EphA4 KYL inhibition – EphA4 ligand-binding antagonists – biochemical, colorimetric, mouse EphA4, primary screen (AID 689); EphA4-AP binding to KYL peptide, pNPP A405; higher % means a stronger effect; inhibition, % at 10 µM, or IC50 in µM where a hit was titrated; 62,000 tested, 0.1% active; in the data active means a potency from the dose series; inactive means the rest, 99 in 100 with inhibition below about 22%
Active calls of the source: *; & = joins results of further samples. An excerpt, so the mix of outcomes need not match the whole.

SMILES | EphA4 KYL inhibition
CCOC(=O)C1=C(N)OC2=C(C(=O)CCC2)C12C(=O)Nc1ccccc12 (configuration not stated) | -3%
CN1CCN(c2ccc([N+](=O)[O-])c(NC3CC3)c2)CC1 | -5%
CCn1c(O)c(C(c2ccccn2)c2c(O)n(CC)c(=S)[nH]c2=O)c(=O)[nH]c1=S | -23%
CCN(CC)CCCN=Cc1c(O)n(CCc2ccc(OC)c(OC)c2)c(=O)[nH]c1=O | -31%
CCN(CC)C1=NC(=[N+](CC)CC)c2ccccc21 | -14%
C=Cn1ccnc1P(=S)(c1c(C)nn(-c2ccccc2)c1C)c1nccn1C=C | -22%
Cc1ccc2c(c1)CC1(CN2C)C(=O)NC(=O)N(c2cccc(C)c2C)C1=O (configuration not stated) | -8%
CC(=NCCN1CCCCC1)c1c(O)n(-c2ccc(Cl)cc2)c(=O)[nH]c1=O | -5%
CCN(CC)CCN=C(C)c1c(O)n(-c2ccccc2OC)c(=O)[nH]c1=O | 4%
CN1CCN(c2nc(N(C)C)oc(=O)c2C#N)CC1 | -6%
Cc1ccccc1-c1nc(CS(=O)CC(=O)N2CCC3(CC2)OCCO3)c(C)o1 (configuration not stated) | 14%
Cc1nn(C2CCOC(C)(C)C2)c2c1C(c1ccc(OC(C)C)cc1)SCC(=O)N2 (configuration not stated) | -6%
CC(=O)C1C2c3ccccc3OC1(C)N=c1s/c(=C/c3cnn(C)c3)c(=O)n12 (configuration not stated) | -12%
Cc1ccc(S(=O)(=O)Nc2cc(C(=O)N3CCC4(CC3)OCCO4)ccc2N2CCCCC2)cc1 | 10%
Cc1cc(OCC(=O)c2ccc(Cl)cc2)c2c3c(c(=O)oc2c1)CCC3 | 4%
O=C(Cn1c[n+]([N-][N+](=O)[O-])cn1)N1CCN(C(=O)Cn2c[n+]([N-][N+](=O)[O-])cn2)CC1 | -1%
CN(C)CCN=Cc1c(O)n(Cc2ccco2)c(=O)[nH]c1=O | 0%
O=S1(=O)CC2(N3CCOCC3)CCCCCCC21 (configuration not stated) | 10%
CC1(C)CN=C(Nc2ccccc2C(F)(F)F)S1 | -8%
CN1C(=O)N(C)C(=O)C(CCc2ccccn2)(CCc2ccccn2)C1=O | 2%

No new results follow: entries from further up.
SMILES | EphA4 KYL inhibition
CC1(C)CN=C(Nc2ccccc2C(F)(F)F)S1 | -8%
CN1C(=O)N(C)C(=O)C(CCc2ccccn2)(CCc2ccccn2)C1=O | 2%

The list continues:
SMILES | EphA4 KYL inhibition
CC(=NCCC1=CCCCC1)c1c(O)n(C)c(=O)n(C)c1=O | 9%
COc1ccc(O)c(CN2CCN(Cc3ccc(Cl)cc3)CC2)c1 | 5%
Cc1ccc(S(=O)(=O)N2CCC(C(=O)N3CCC4(CC3)OCCO4)CC2)cc1 | 10%
O=C1C2CCCN2C(c2cccnc2)N1c1nccs1 (configuration not stated) | -1%
COc1ccc(CN2CC3CC(C2)c2cccc(=O)n2C3)cc1OC (configuration not stated) | -16%
O=c1[nH]c(=O)n(CCc2ccc(F)cc2)c(O)c1C=NCCCN1CCOCC1 | -8%
O=[N+]([O-])c1cccc(-c2cn(-c3ccccc3)c3[n+]2CCCS3)c1 | 11%
CN1C(=O)N(C)C(=O)C2(Cc3c(ccc4ccccc34)N(C)C2)C1=O | 6%
NCCc1c[nH]c2ccc(F)cc12 | -6%
CCN(CC)C(=O)c1ccc(NC(=O)c2cccc(F)c2)cc1 | 2%
CCCCN1C(=O)/C(=C\c2ccco2)C(=O)N(CCc2ccccc2)C1=O | -1%
CC(NCc1ccccc1Cl)C(O)c1ccccc1 (configuration not stated) | -10%
CCOC(=O)c1cc(C(O)(C(=O)OC)C(F)(F)F)c(/N=C/N(C)C)o1 (configuration not stated) | -11%
COCCOC(=O)c1c(C)n(C)c2ccc(OC(=O)N(C)C)cc12 | -7%
Cc1cc(N)n(C2CCN(C)CC2)n1 | -18%
COc1cc(C2c3c(c4ccccc4oc3=O)Oc3c2c(=O)oc2ccccc32)cc(OC)c1OC | 12%
OC1(c2ccc(F)cc2)CC2CCC(C1)N2Cc1nnnn1C1CCCCC1 (configuration not stated) | 3%
CCOC(=O)c1sc(/N=C/c2c(O)n(-c3ccccc3)c(=O)[nH]c2=O)c(C#N)c1C | -8%
O=P(Nc1ccccc1)(Nc1ccccc1)Oc1cccc(Cl)c1 | -6%
O=C(Nc1ccc(C(F)(F)F)cc1)c1cccn(Cc2ccc3c(c2)OC(F)(F)O3)c1=O | -23%
CC12CN3CC(C)(CN(C1)P3(=O)Oc1ccccc1)C2=O (configuration not stated) | -16%
Cc1cc(N(CCCl)CCCl)ccc1/C=N/NC(=O)c1ccco1 | -1%
CCC1(CC)C(=O)NC(=NCCc2c[nH]c3ccccc23)NC1=O | -5%
O=C(c1cccs1)C1CN2CCC1CC2 (configuration not stated) | -6%
CC12CN3CC(C)(CN(C1)C3c1cccs1)C2 (configuration not stated) | -10%
O=c1c2ccccc2nc(-c2ccco2)n1-c1ccc(Br)cn1 | -4%
CCC(=NCCO)c1c(O)n(-c2ccc(Cl)cc2)c(=O)[nH]c1=O | 0%
Cc1ccc(N(C)C(=O)Oc2cccc3ccc(C)nc23)cc1 | -11%
CCN(CC)CCCN=Cc1c(O)n(-c2ccccc2F)c(=O)[nH]c1=O | -5%
C[N+]12CCC(CC1)C(C#N)(N1CCOCC1)C2 (configuration not stated) | -9%
COc1ccc(-c2nc(CS(=O)CC(=O)N3CCC4(CC3)OCCO4)c(C)o2)cc1 (configuration not stated) | -8%
CC(N)C(=O)c1ccco1 (configuration not stated) | -5%
CCCC(C)C(=O)NC1CCSC1=O (configuration not stated) | 5%
O=[N+]([O-])c1ccc(NCCOc2cccc3ccccc23)c2ncccc12 | -10%
Cc1ccc(N2C(=O)NC(=O)/C(=C\C=C\c3ccccc3)C2=O)cc1 | 0%
CCOC(=O)N(c1ccccc1)P1(=S)OCC(C)O1 (configuration not stated) | -12%
CCOc1cc(/C=C2/C(=O)NC(=O)N(c3ccc(CC)cc3)C2=O)ccc1OC(=O)c1cccs1 | -4%
S=C(c1ccc(Cl)cc1)N1CCOCC1 | -12%
CCOC(=O)c1[nH]c(C)c(C(=O)N2CCC3(CC2)OCCO3)c1C | -8%
CN(C)CP(=O)(O)CN(C)C=O | -19%
CCC(=O)c1cn(Cc2ccccc2C#N)c2ccccc12 | -19%
Cc1cc(NC(=O)COC(=O)c2c(C)nn(Cc3ccccc3)c2C)no1 | 6%
CC(=NCCN1CCOCC1)c1c(O)n(Cc2ccccc2)c(=O)[nH]c1=O | 2%
CSC(=Nc1ccccc1)c1c(O)n(C)c(=O)n(C)c1=O | -11%
O=C(NCc1ccc(C(=O)N2CCC3(CC2)OCCO3)cc1)c1cccc(Br)c1 | -12%
CCCCOc1cc(C)cc2oc(=O)c3c(c12)CCC3 | -3%
CN1CCN(c2c(N)c(=O)oc3ccccc23)CC1 | -7%
N#Cc1cc2c(nc1SCC(=O)Nc1cc(Cl)cc(Cl)c1)C1CCN2CC1 | -10%
Cc1ccc(C2=NCC(=O)N(CC(=O)N3CCCCC3)c3sc(C)c(C)c32)cc1 | -6%
CCOC(=O)C(C)Oc1cc(C)cc2oc(=O)c3c(c12)CCCC3 (configuration not stated) | 9%
c1ccc2c(c1)CNc1ccccc1O2 | 3%
COc1ccccc1N1CCN(Cc2cccc(OC)c2O)CC1 | -2%
CCOC(=O)C1CCN(C(C)C(=O)c2c(C)[nH]c3cc(C)ccc23)CC1 (configuration not stated) | -1%
Cc1cc(OCc2nn[nH]n2)c2c3c(c(=O)oc2c1)CCCC3 | 2%
Cc1cccc(NC(N)=S)c1 | -10%
N=c1sc2c(n1Cc1ccccc1)CCCC2 | -1%
O=c1cccc2n1CC1CC2CN(Cc2c(F)cccc2Cl)C1 (configuration not stated) | 1%
CCC(=Nc1ccc(OC)cc1OC)c1c(O)[nH]c(=O)[nH]c1=O | -1%
O=C(COc1ccccc1)N1CCN(C2CCCC2)CC1 | 1%
COP(=S)(OC)SCN1C(=O)c2ccccc2C1=O | -9%&-6%
The listing continues.
SMILES | EphA4 KYL inhibition
O=C(Nc1cccc2ccccc12)c1nn(C23CC4CC(CC(C4)C2)C3)cc1Br | -1%
CN(C)C(=O)C(c1ccccc1)c1ccccc1 | -4%
CCC12C=CCN3CCC4(c5cc(Br)c(OC)cc5N(C)C4C(O)(C(=O)OC)C1OC(C)=O)C32 (configuration not stated) | 0%
O=c1[nH]c(CN2CC=C(c3ccccc3)CC2)nc2cc(C(F)(F)F)ccc12 | -3%
O=c1[nH]c(=O)n(Cc2ccc(F)cc2)c(O)c1C=NCc1cccnc1 | 16%
O=C1NC(=O)N(c2ccc3c(c2)OCO3)C(=O)/C1=C/c1ccc(OCc2cccc(C(=O)O)c2)cc1 | 8%
Cn1c(O)c(C(=O)c2ccccc2Cl)c(=O)n(C)c1=O | -6%
O=C(Nc1ccc(Cl)cc1)O/N=C(\c1ccccc1)c1ccccn1 | 1%
Cc1cccc(N2C(=O)NC(=O)/C(=C\c3cccn3-c3ccc(Cl)cc3)C2=O)c1 | -3%
COc1cc2c(cc1OC)-c1c(OC)c(OC)cc3c1C(C2)N(C)CC3 (configuration not stated) | 0%
O=C(Cc1ccccc1)OCCN1CCCCC1 | -8%
O=c1c(C=NCc2cccs2)c(O)n(C2CCCCC2)c(=O)n1C1CCCCC1 | -1%
CC(=O)OC1N=C(c2ccccc2)c2cc(Br)ccc2N(C)C1=O (configuration not stated) | 2%
CCN(CC)CCOC(=O)c1ccc(N=Cc2c(O)[nH]c(=O)[nH]c2=O)cc1 | -13%
COc1cc(C)cc2oc(=O)c3c(c12)CCC3 | -10%
CCN1CCN(c2ccc(C(F)(F)F)cn2)CC1 | -4%
CC1(C)N(O)C2CCCCC2N1O (configuration not stated) | -16%
O=C(c1csc2c1CCCCC2)N1CCC2(CC1)OCCO2 | -16%
CC1CCC(NCC(O)c2ccccc2)CC1 (configuration not stated) | 1%
CC1(C)CSC(Nc2ccc(F)c(Cl)c2)=N1 | -7%
O=C(c1ccccc1F)c1cn(Cc2ccccc2)c2ccccc12 | -4%
CC(C)(NO)C(=O)c1ccc(F)cc1 | 2%
CCN1CCN(c2nc3ccccc3s2)CC1 | -8%
O=C(C1c2ccccc2C(=O)N2CCc3ccccc3C12)N1CCC2(CC1)OCCO2 (configuration not stated) | -6%
CCCCn1c(O)c(C=NCCCN(CC)CC)c(=O)[nH]c1=O | 2%
COc1ccc(NC(=O)CN2C3CCC2CC(O)(c2cccnc2)C3)cc1OC (configuration not stated) | 0%
C=CCn1c(O)c(C(=O)CCCCCC)c(=O)[nH]c1=O | -2%
CCn1nc(-c2cccs2)nc2c(=O)n(C)c(=O)nc1-2 | -4%
CC(=O)N1N=C2C3CCN(CC3)C2C1c1ccccc1 (configuration not stated) | -6%
OC(c1ccc(F)cc1)(c1ccc(F)cc1)[C@@H]1CCCN1 | -11%
O=C1NC(=S)NC(=O)C1C/C=C/c1ccccc1 | -3%
O=C(Cn1cnc2sc3c(c2c1=O)CCCC3)NCCC(=O)N1CCC2(CC1)OCCO2 | -6%
NC1=Nc2ccccc2Oc2ccccc21 | -6%
CCOP(=O)(C#CC(C)(C)C)C1(O)CCCCC1 (configuration not stated) | -2%
C=COCCn1c(C)c(C(=O)OCC)c2cc(O)ccc21 | -20%
CC12CN3C(O)C(C)(C1)CC(C)(C2)C3O (configuration not stated) | -5%
Cc1nc2cc(C(=O)N3CCC4(CC3)OCCO4)ccc2n1-c1ccc(Br)cc1 | -3%
Cc1ccc(C)n1-c1ccc(N2CCNCC2)c([N+](=O)[O-])c1 | -2%
CCC(=O)N1N=C2C3CCN(CC3)C2C1c1ccccc1 (configuration not stated) | -6%

27 neighbouring compounds from above, quoted:
SMILES | EphA4 KYL inhibition
COc1cc2c(cc1OC)-c1c(OC)c(OC)cc3c1C(C2)N(C)CC3 (configuration not stated) | 0%
O=C(Cc1ccccc1)OCCN1CCCCC1 | -8%
O=c1c(C=NCc2cccs2)c(O)n(C2CCCCC2)c(=O)n1C1CCCCC1 | -1%
CC(=O)OC1N=C(c2ccccc2)c2cc(Br)ccc2N(C)C1=O (configuration not stated) | 2%
CCN(CC)CCOC(=O)c1ccc(N=Cc2c(O)[nH]c(=O)[nH]c2=O)cc1 | -13%
COc1cc(C)cc2oc(=O)c3c(c12)CCC3 | -10%
CCN1CCN(c2ccc(C(F)(F)F)cn2)CC1 | -4%
CC1(C)N(O)C2CCCCC2N1O (configuration not stated) | -16%
O=C(c1csc2c1CCCCC2)N1CCC2(CC1)OCCO2 | -16%
CC1CCC(NCC(O)c2ccccc2)CC1 (configuration not stated) | 1%
CC1(C)CSC(Nc2ccc(F)c(Cl)c2)=N1 | -7%
O=C(c1ccccc1F)c1cn(Cc2ccccc2)c2ccccc12 | -4%
CC(C)(NO)C(=O)c1ccc(F)cc1 | 2%
CCN1CCN(c2nc3ccccc3s2)CC1 | -8%
O=C(C1c2ccccc2C(=O)N2CCc3ccccc3C12)N1CCC2(CC1)OCCO2 (configuration not stated) | -6%
CCCCn1c(O)c(C=NCCCN(CC)CC)c(=O)[nH]c1=O | 2%
COc1ccc(NC(=O)CN2C3CCC2CC(O)(c2cccnc2)C3)cc1OC (configuration not stated) | 0%
C=CCn1c(O)c(C(=O)CCCCCC)c(=O)[nH]c1=O | -2%
CCn1nc(-c2cccs2)nc2c(=O)n(C)c(=O)nc1-2 | -4%
CC(=O)N1N=C2C3CCN(CC3)C2C1c1ccccc1 (configuration not stated) | -6%
OC(c1ccc(F)cc1)(c1ccc(F)cc1)[C@@H]1CCCN1 | -11%
O=C1NC(=S)NC(=O)C1C/C=C/c1ccccc1 | -3%
O=C(Cn1cnc2sc3c(c2c1=O)CCCC3)NCCC(=O)N1CCC2(CC1)OCCO2 | -6%
NC1=Nc2ccccc2Oc2ccccc21 | -6%
CCOP(=O)(C#CC(C)(C)C)C1(O)CCCCC1 (configuration not stated) | -2%
C=COCCn1c(C)c(C(=O)OCC)c2cc(O)ccc21 | -20%
CC12CN3C(O)C(C)(C1)CC(C)(C2)C3O (configuration not stated) | -5%

Assay outcomes as filed in PubChem.
